High-throughput results (PubChem BioAssay)
CCR6 antagonist – CCR6 (human) receptor antagonism. CHO-K1 CCR6 PathHunter beta-arrestin, luminescence, CCL20-stimulated. AID 493098. inhibition, % at 20 µM. actives 0.49% (n = 340,000);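 active = compounds whose inhibition of the agonist-driven luminescence signal at 20 µM reaches about 50%, limit read from the data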;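 also: cells stimulated with CCL20 at 14 nM final; plate controls were DMSO with CCL20 for no effect and DMSO without agonist for full effect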
Gli-Sufu block – blocks Gli-Sufu signaling in a luciferase reporter; Sufu-KO-LIGHT fibroblasts, Gli luciferase reporter luminescence; actives 0.74% (n = 340,000); AID 588413; inhibition, % at 5 µM;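 active = inhibition above about 55%, limit read from the data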;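 also: 0% = DMSO-treated cells and 100% = wells with medium but no cells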
UBC13 inh – blocks human UBC13 polyubiquitin chain formation. P61088. AID 485273. inhibition, % at 20 µM. TR-FRET. actives 0.47% (n = 330,000); in the data active = inhibition above about 45%, passing the limit was not always enough
Target sequence (P61088 whole entry, looked up): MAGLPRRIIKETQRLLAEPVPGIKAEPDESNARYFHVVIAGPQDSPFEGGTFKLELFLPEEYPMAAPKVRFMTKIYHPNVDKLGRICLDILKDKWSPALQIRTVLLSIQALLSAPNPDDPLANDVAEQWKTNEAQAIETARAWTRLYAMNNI
Jurkat NFkB inh – lowers PMA/ionomycin-induced NF-kB signal in Jurkat cells | inhibition, % at 4 µM | PMA/ionomycin-induced NF-kB luciferase reporter, luminescence | actives 0.53% (n = 330,000) | AID 435003
EBI2 block – antagonists of human EBI2 receptor; EBI2 beta-arrestin recruitment, luminescence, 7a,25-OHC stimulated; actives 0.81% (n = 360,000); AID 651636; inhibition, % at 5 µM; in the data active = inhibition above about 38%;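 also: enzyme fragment complementation signal reports receptor beta-arrestin coupling in cells; 0% = agonist plus DMSO wells and 100% = wells without agonist; some results beyond the cut were filed as inactive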
Target sequence (P32249 whole entry, looked up, the tested form may be a part): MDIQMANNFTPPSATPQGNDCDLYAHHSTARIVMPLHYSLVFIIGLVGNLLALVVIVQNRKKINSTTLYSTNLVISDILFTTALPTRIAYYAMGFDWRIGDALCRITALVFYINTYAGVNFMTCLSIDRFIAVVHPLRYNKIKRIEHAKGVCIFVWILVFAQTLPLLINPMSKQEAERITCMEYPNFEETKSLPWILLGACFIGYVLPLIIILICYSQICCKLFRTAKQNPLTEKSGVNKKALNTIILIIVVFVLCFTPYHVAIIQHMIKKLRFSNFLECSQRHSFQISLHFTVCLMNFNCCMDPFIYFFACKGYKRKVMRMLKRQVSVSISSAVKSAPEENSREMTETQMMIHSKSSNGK
Apaf1 inhib – inhibitors of human Apaf-1 apoptosome | actives 0.71% (n = 330,000) | reconstituted apoptosome caspase-3 activity, DEVD-Rh110 fluorescence | O14727 | inhibition, % at 20 µM; active = inhibition of at least 40% at 20 µM;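 also: plate controls were DMSO wells for no effect and DEVD-CHO caspase inhibitor wells for full effect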
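System: Apoptosome proteins | Medium: Hepes pH 7.5 with detergent and BSA | Also added: Cytochrome c trigger plus (Z-DEVD)2-Rh110 caspase-3 substrate | Incubation: 30 min compound preincubation, 50 min activation, room temperature | Detection: Rhodamine 110 fluorescence at Ex 480/Em 540 nm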
SENP8 block – blocks the human protease SENP8; Q96LD8; purified SENP8, Z-RLRGG-aminoluciferin cleavage, luminescence; inhibition, % at 10 µM; actives 1.2% (n = 330,000); AID 2540
Target sequence (Q96LD8 whole entry, looked up): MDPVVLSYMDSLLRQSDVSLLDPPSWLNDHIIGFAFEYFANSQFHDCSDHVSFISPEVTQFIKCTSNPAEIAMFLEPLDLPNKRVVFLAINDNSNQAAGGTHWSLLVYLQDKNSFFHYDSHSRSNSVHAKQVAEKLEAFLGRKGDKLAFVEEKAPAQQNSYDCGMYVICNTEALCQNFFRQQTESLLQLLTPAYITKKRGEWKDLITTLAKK
697 NFkB inh – inhibitors of the PMA/ionomycin-induced NF-kB reporter in 697 B cells; 697 B-cell NF-kB luciferase reporter, 16 h; inhibition, % at 4 µM; actives 0.33% (n = 330,000); AID 435022; in the data active = inhibition above about 35%
Numbers without * were called inactive. Rule as the data show it, unless noted: active = inhibition above about 50%; inactive = the rest. These rows are one share of the data, so the mix of outcomes need not match the whole.

Sample of the layout, 17 compounds:
SMILES	CCR6 antagonist	Gli-Sufu block	UBC13 inh	Jurkat NFkB inh	EBI2 block	Apaf1 inhib	SENP8 block	697 NFkB inh
O=S(=O)(Nc1ncnc2sc3c(c12)CCC3)c1ccc(Cl)s1	2	14	-10	3	8	12	6	1
COc1ccc(CN(CC(=O)NC2CCCC2)C(=O)c2ccc(-c3ccccc3)[nH]2)cc1	8	4	-8	17	13	11	0	-2
CCOc1ccc(/C=C2/C(=N)N3OC(C)=CC3=NC2=O)cc1OC	-8	1	-16	2	4	6	6	-4
Cc1ccc(C)n1NC(=O)c1ccc(O)cc1	-7	0	4	13	1	-15	7	15
COc1ccc(CCNC(=O)[C@H](CCSC)NC(=O)N2CCn3c2nc2ccccc23)cc1OC	17	-1	-4	7	-9	6	-8	9
NC(Cc1ccccc1)C(=O)N1CCCCC1 (centres undefined)	1	21	-1	2	-23	9	-4	11
Cc1cc(=O)n2nc(N3CCCC(C(=O)NCCCN4CC(C)CC(C)C4)C3)sc2n1 (centres undefined)	1	60*	-6	-4	2	-3	-12	0
O=C(Nc1ccccn1)C1CCCN(c2ncnc3c2nc2n3CCCCC2)C1 (centres undefined)	-6	-14	2	14	-2	5	-4	28
O=[N+]([O-])c1ccc(N=Nc2c(O)[nH]c3ccc(F)cc23)cc1	34	-47	-73	-97	17	21	3	-83
CCOc1ccccc1NC(=O)CSc1nnc(-c2ccccc2Cl)n1Cc1ccco1	15	-11	11	-7	-14	12	-9	-1
Cc1ccc(-n2c(CCc3ccccc3)n[nH]c2=S)cc1C	-2	-6	-7	9	10	8	10	1
Cc1ccc(C(=O)/C=C/NNC(=O)c2ccccc2O)cc1	26	20	-6	-19	-2	-1	10	-16
COc1cc2cc(-c3ccc(O)cc3O)nc(C)c2cc1OC	0	35	11	-11	8	9	3	34
CCOC(=O)C1(Cc2ccc(O)cc2)NC(c2ccccc2F)C2C(=O)N(C)C(=O)C21 (centres undefined)	-7	-6	-5	9	-23	3	-5	-6
CC(C)C1Oc2ccccc2N(CC(=O)N(Cc2ccccn2)CC2CCCO2)C1=O (centres undefined)	2	5	10	-6	9	-8	4	12
COc1ccccc1N1CCN(c2nccc(C)n2)CC1	7	2	13	0	6	-6	-2	8
CCN1CCCC1CNC(=O)CN1C(=O)COc2ccc(C)cc21 (centres undefined)	-9	3	-4	-5	-1	-4	-5	16

Results, repeating the preview:
SMILES	CCR6 antagonist	Gli-Sufu block	UBC13 inh	Jurkat NFkB inh	EBI2 block	Apaf1 inhib	SENP8 block	697 NFkB inh
O=S(=O)(Nc1ncnc2sc3c(c12)CCC3)c1ccc(Cl)s1	2	14	-10	3	8	12	6	1
COc1ccc(CN(CC(=O)NC2CCCC2)C(=O)c2ccc(-c3ccccc3)[nH]2)cc1	8	4	-8	17	13	11	0	-2
CCOc1ccc(/C=C2/C(=N)N3OC(C)=CC3=NC2=O)cc1OC	-8	1	-16	2	4	6	6	-4
Cc1ccc(C)n1NC(=O)c1ccc(O)cc1	-7	0	4	13	1	-15	7	15
COc1ccc(CCNC(=O)[C@H](CCSC)NC(=O)N2CCn3c2nc2ccccc23)cc1OC	17	-1	-4	7	-9	6	-8	9
NC(Cc1ccccc1)C(=O)N1CCCCC1 (centres undefined)	1	21	-1	2	-23	9	-4	11
Cc1cc(=O)n2nc(N3CCCC(C(=O)NCCCN4CC(C)CC(C)C4)C3)sc2n1 (centres undefined)	1	60*	-6	-4	2	-3	-12	0
O=C(Nc1ccccn1)C1CCCN(c2ncnc3c2nc2n3CCCCC2)C1 (centres undefined)	-6	-14	2	14	-2	5	-4	28
O=[N+]([O-])c1ccc(N=Nc2c(O)[nH]c3ccc(F)cc23)cc1	34	-47	-73	-97	17	21	3	-83
CCOc1ccccc1NC(=O)CSc1nnc(-c2ccccc2Cl)n1Cc1ccco1	15	-11	11	-7	-14	12	-9	-1
Cc1ccc(-n2c(CCc3ccccc3)n[nH]c2=S)cc1C	-2	-6	-7	9	10	8	10	1
Cc1ccc(C(=O)/C=C/NNC(=O)c2ccccc2O)cc1	26	20	-6	-19	-2	-1	10	-16
COc1cc2cc(-c3ccc(O)cc3O)nc(C)c2cc1OC	0	35	11	-11	8	9	3	34
CCOC(=O)C1(Cc2ccc(O)cc2)NC(c2ccccc2F)C2C(=O)N(C)C(=O)C21 (centres undefined)	-7	-6	-5	9	-23	3	-5	-6
CC(C)C1Oc2ccccc2N(CC(=O)N(Cc2ccccn2)CC2CCCO2)C1=O (centres undefined)	2	5	10	-6	9	-8	4	12
COc1ccccc1N1CCN(c2nccc(C)n2)CC1	7	2	13	0	6	-6	-2	8
CCN1CCCC1CNC(=O)CN1C(=O)COc2ccc(C)cc21 (centres undefined)	-9	3	-4	-5	-1	-4	-5	16
COc1ccc(N2CCN(C(c3ccccc3OC)c3nnnn3Cc3ccco3)CC2)cc1 (centres undefined)	11	9	-8	-5	8	11	-7	10
O=C(Nc1ccccc1OC(F)(F)F)c1ccc([N+](=O)[O-])cc1	-20	-14	0	8	-2	15	-3	4
CC(=O)c1c(C)nc(-c2ccccc2)nc1NC(=O)C(C)C	5	3	-1	1	4	1	-1	3
CC1Cc2ccccc2N1c1ncnc(N)c1[N+](=O)[O-] (centres undefined)	17	-12	-2	35	-9	0	-5	12
C[C@H](CO)N1C[C@H](C)[C@@H](CN(C)C(=O)Nc2ccc(C(F)(F)F)cc2)Oc2ccc(NS(=O)(=O)c3cn(C)cn3)cc2C1=O	9	-14	8	4	-9	10	-1	18
CCCCn1nc(C(=O)O)ccc1=O	-13	1	1	-2	2	-3	-4	6
Cc1oc(-c2cccc(Cl)c2)nc1CSc1nc2c(c(=O)[nH]1)CCC2	-3	0	-5	13	-12	13	-5	15
CCCCOc1ccc(C(=O)NC(=S)Nc2ccc(CN3CCOCC3)cc2)cc1	-3	-3	0	-4	-2	2	4	-3
Cc1ccc(C(=O)CSc2ncn[nH]2)cc1	1	-5	-3	6	-8	14	-14	2
COc1cc(O)c(C(CCN2CCN(c3ccccc3)CC2)c2ccc3c(c2)OCO3)c(OC)c1 (centres undefined)	11	-2	15	10	9	25	-15	-12
CC(=O)Nc1ccc(S(=O)(=O)NC(CC(=O)NCCc2ccccc2)C(C)C)cc1 (centres undefined)	-12	-28	0	-11	-5	2	-5	-4
C#CCOCCOCCOCCNc1nc(N2CCN(C(=O)[C@H](CCCN=C(N)N)n3cc(C(N)[C@H](C)CC)nn3)CC2)nc(N2CCN(C(=O)[C@H](CC(N)=O)n3cc(C(N)[C@@H](C)CC)nn3)CC2)n1 (some centres undefined)	-2	1	18	-5	-4	0	2	-23
COc1ccc(C)cc1S(=O)(=O)N1CCN(C(=O)c2ncoc2-c2ccc(C)cc2)CC1	3	-7	2	-15	8	8	-7	8
C=CCc1c(OC(C)=O)c2ccccc2n(C)c1=O	-18	-7	8	22	-23	-1	-2	11
COc1ccc(NC(=O)c2c(Cl)cnn2C)c(C)c1	-5	-8	6	-5	-12	-8	0	14
CCCc1cc(N2CCCC2)n2nc(C)c(-c3ccccc3)c2n1	18	6	26	2	5	16	2	-14
O=C(NN1CCOCC1)c1ccc(S(=O)(=O)N2CCCCC2)cc1	4	1	0	0	-5	-4	3	9
CC1CCC2(CC1)NC(=O)N(CC(=O)Nc1ccccc1-c1ccccc1)C2=O (centres undefined)	21	-2	3	9	11	8	16	17
Cc1cccc(NS(=O)(=O)c2cccc(C(=O)N3CC(C)OC(C)C3)c2)c1 (centres undefined)	7	-9	0	1	-8	-4	4	3
COc1ccccc1N(C)S(=O)(=O)c1ccc(C(=O)Nc2cccc(Br)c2)cc1	19	-9	-13	-13	15	9	1	-15
COc1ccccc1CNC(=O)CCCOc1cc(=O)n(C)c2ccccc12	5	14	15	3	-5	-2	-1	-2
CCn1c(=O)cc(OCC(=O)NCCCN2CC(C)CC(C)C2)c2ccccc21 (centres undefined)	2	-16	11	-4	0	-2	-4	23
COc1ccc(C(=O)O/N=C(/c2ccccc2)c2ccncc2)cc1OC	5	-1	5	4	0	-5	-11	13
O=C(Nc1ccccc1C(=O)O)c1ccc(Br)c(S(=O)(=O)NCc2ccccc2)c1	-18	-5	-20	-14	-9	6	-4	0
CCN(CC)S(=O)(=O)c1cc(C(=O)Nc2cc(C)on2)c(Cl)cc1Cl	11	-6	12	-3	1	6	-8	15
O=C(OCC1CCCN2CCCCC12)c1ccc2c(c1)OCO2 (centres undefined)	-6	-5	7	-29	5	-1	-3	-15
CC(=O)N1CCOc2ccc(S(=O)(=O)Nc3ccc(C)cn3)cc21	5	32	3	-9	6	-1	-2	7
CN(CC(=O)Nc1cccc(F)c1)C(=O)c1cn(-c2ccccc2)nc1-c1ccc(F)cc1	5	2	7	-5	13	11	-12	10
COc1cc(OC)c(C2SCCS2)c(OC)c1	4	-11	4	-18	-5	8	6	0
O=C(NC(=S)NCc1ccccc1)C1CCCCC1	22	3	-6	-14	-3	9	-2	-18
Cc1ccc(NC(=O)COc2ccccc2)cc1Cl	-19	-1	-7	-21	-5	8	13	-2
CCc1ccc2c(CC(=O)Nc3cccc(S(=O)(=O)N4CCOCC4)c3)coc2c1	-3	-11	-13	15	0	11	-14	-6
CC1CCCN(CCCNC(=O)c2ccc(NC(=O)C3=CSCCO3)cc2)C1 (centres undefined)	1	4	4	0	0	0	-1	8
CC(NC(=O)C(Cc1ccccc1)NC(=O)c1ccccc1)C(=O)O (centres undefined)	6	1	-4	3	10	2	-4	9
Cc1ccc(NC(=O)COC(=O)Cc2c(F)cccc2Cl)cc1S(=O)(=O)N1CCOCC1	8	-14	-6	-7	-6	5	-9	-17
COc1ccccc1-c1nnc(SCC(=O)NC2CCCCC2)n1C	13	12	-1	-1	7	0	2	5
Cc1cccc2c(N=O)c(O)n(CCc3ccccc3)c12	2	-14	12	18	-7	13	-2	-12
CCCn1c(C)cc(/C=C(\C#N)C(=O)OCC(=O)Nc2ccc(OC)c(Cl)c2)c1C	18	-6	-17	-29	5	7	5	-22
O=C(NCCc1ccc(Cl)cc1)C1CCN(S(=O)(=O)c2cccc3nonc23)CC1	10	2	-10	-11	13	2	-6	3
CCOC(=O)c1cccnc1SCC(=O)NCc1ccccc1	-6	-1	2	-10	-10	0	-3	-4
C=CCn1c(SCC(=O)C(C)(C)C)nnc1-c1cccs1	1	1	7	-5	-14	-4	1	12
COc1ccc(/C=C/C(=O)NCCc2nc3ccccc3[nH]2)cc1	11	15	-9	-1	34	-15	0	-19
COc1ccc(S(=O)(=O)N2CCCC(C(=O)NCC3CCCO3)C2)cc1OC (centres undefined)	5	9	0	11	-6	-6	9	2

Entries of single compounds, looked up by structure.
Entry for `CC1Cc2ccccc2N1c1ncnc(N)c1[N+](=O)[O-]` (centres undefined) → CCR6 antagonist = 17; Gli-Sufu block = -12; UBC13 inh = -2; Jurkat NFkB inh = 35; EBI2 block = -9; Apaf1 inhib = 0; SENP8 block = -5; 697 NFkB inh = 12
Entry for `CCOC(=O)C1(Cc2ccc(O)cc2)NC(c2ccccc2F)C2C(=O)N(C)C(=O)C21` (centres undefined) → CCR6 antagonist = -7; Gli-Sufu block = -6; UBC13 inh = -5; Jurkat NFkB inh = 9; EBI2 block = -23; Apaf1 inhib = 3; SENP8 block = -5; 697 NFkB inh = -6

(listing goes on)
SMILES	CCR6 antagonist	Gli-Sufu block	UBC13 inh	Jurkat NFkB inh	EBI2 block	Apaf1 inhib	SENP8 block	697 NFkB inh
O=C(CSc1nc(=O)n(CCCN2CCOCC2)c2c1CCCC2)Nc1ccc(F)cc1	8	18	-2	15	-4	1	7	-13
O=c1c(Br)c(N2CCOCC2)cnn1-c1ccccc1	1	-28	-10	-27	-9	11	-4	-25
Cc1ccc(CNC(=O)COC(=O)c2cnc(C)cn2)cc1	10	-5	-12	6	-5	14	-8	-2
CC(=O)C1=NOC(CNC(=O)c2c(-c3ccccc3Cl)noc2C)C1 (centres undefined)	-5	3	0	-1	-2	-4	-5	0
